From PubChem
PMI act hi M6P = human PMI activators, high substrate, primary screen, biochemical, fluorescence intensity, near-saturating mannose 6-phosphate; AID 1216, 2008; 0.34% of 190,000 active; Mannose-6-phosphate isomerase (Homo sapiens), P34949; coupled PMI enzyme assay, resazurin fluorescence, 20 min; hits give high values; 1 = untreated enzyme, 0 = substrate-free blank; activation factor at 20 µM;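 active means activation factor of 2 or more at 20 µM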
Target sequence (P34949 whole entry, looked up): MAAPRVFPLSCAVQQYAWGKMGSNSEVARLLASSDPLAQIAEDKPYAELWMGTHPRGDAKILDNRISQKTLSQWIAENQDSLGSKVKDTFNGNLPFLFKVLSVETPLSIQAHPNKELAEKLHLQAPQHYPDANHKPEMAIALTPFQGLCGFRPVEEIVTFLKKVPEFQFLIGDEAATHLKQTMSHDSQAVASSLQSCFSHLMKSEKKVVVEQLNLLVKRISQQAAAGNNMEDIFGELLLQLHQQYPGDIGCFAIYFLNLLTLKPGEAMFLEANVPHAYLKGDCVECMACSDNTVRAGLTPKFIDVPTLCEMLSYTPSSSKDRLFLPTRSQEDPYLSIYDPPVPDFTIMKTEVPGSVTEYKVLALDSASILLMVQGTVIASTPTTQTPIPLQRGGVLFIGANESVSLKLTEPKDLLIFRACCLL
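assay system = human phosphomannose isomerase with PGI, G6PDH, diaphorase coupling enzymes | quantity = 15 ng/mL PMI | incubation = enzyme reaction with compound 20 min at room temperature | medium = HEPES pH 7.4 buffer with MgCl2 and Tween-20 | compound dosing = one concentration, 20 µM, in 1% DMSO | measured by = Diaphorase-driven resazurin-to-resorufin fluorescence, excitation 544, emission 590 nm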
PMI act = activators of human PMI, primary screen, biochemical, fluorescence intensity, near-Km mannose 6-phosphate; activation factor at 20 µM; Mannose-6-phosphate isomerase (Homo sapiens), P34949; 0.005% of 190,000 active; AID 1214, 2008; purified human PMI, coupled resazurin fluorescence, 20 min; hits give high values; 1 = vehicle control, 0 substrate-free wells;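 active means activation factor of 2 or more at 20 µM, relative to plate controls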
RAM network inh = inhibitors of the yeast RAM network, primary screen, dse1pr::URA3 reporter, 5-FOA selection. 1.8% of 190,000 active. S. cerevisiae dse1pr::URA3 reporter, 5-FOA growth OD615, 2 d; analog-sensitive cbk1-as2 kinase mutant strain. AID 868, 2007. inhibition, % at 50 µM;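 active means inhibition above a set limit, 3 SD over mean compound inhibition, cut at about 8.4% in these data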;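 further: 0% = DMSO-only wells with no growth and 100% = 10 µM 1-NA-PP1 full growth; inhibition rescues growth on 5-FOA so higher OD means more RAM inhibition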
G6PDH counter = L. mesenteroides G6PDH inhibitors, counter-screen for G6PDH-coupled screening assays, biochemical, Leuconostoc mesenteroides enzyme. glucose-6-phosphate dehydrogenase [Leuconostoc mesenteroides]. Purified L. mesenteroides G6PDH, diaphorase/resazurin coupled fluorescence, 45 min. inhibition, % at 5 µM. 0.12% of 200,000 active. AID 1020, 2008
Diaphorase act = compounds boosting diaphorase resazurin reduction – biochemical, uHTS, resorufin fluorescence, counter-screen for diaphorase-coupled primary assays, primary screen; 0.005% of 190,000 active; Diaphorase/resazurin coupled assay, 16 min; hits give high values; 1 = vehicle wells, 0 = NADH-free wells; activation factor at 20 µM;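 active means diaphorase activity raised at least twofold by the compound at 20 µM; inactive means activation factor below 2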
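Material: Clostridium kluyveri diaphorase, purified enzyme; Quantity: enzyme 0.07 U/mL final; Medium: HEPES pH 7.4 buffer with MgCl2 and Tween 20; Dosing: single compound dose of 20 µM, 1% DMSO final; Schedule: 16 min reaction at room temperature; Measured by: red resorufin fluorescence at 544/590 nm excitation/emission.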
Hsp70 act = Hsp70 transcriptional activators, primary screen, cell-based, HeLa, Hsp70 promoter luciferase, luminescence, 10 µM; HeLa Hsp70 promoter luciferase reporter; scaled: vehicle 0, proteasome-inhibitor control 100%; activation, % at 10 µM; 0.04% of 200,000 active; AID 1203, 2008;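 active means activation above the mean across all tested compounds plus 3 SD, cutoff set per campaign, cut at about 5.5% in these data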;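 further: 100% = MG132 at 30 µM as the positive control and 0% = DMSO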
TLR4-MyD88 BLA = inhibitors of TLR4-MyD88 association in cells, primary screen, cell-based, HeLa CL3-4, BLA complementation, FRET ratio. Toll-like receptor 4 (Homo sapiens) + Myeloid differentiation primary response protein …. AID 861, 2007. inhibition, % at 8.4 µM. 0.18% of 200,000 active. HeLa CL3-4 TLR4/MyD88 BLA complementation; in the data active means inhibition above about 25%;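 further: 0% = vehicle and 100% = reference inhibitor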
L major viab = Leishmania major promastigote growth inhibition, primary screen; Leishmania major promastigotes, resazurin fluorescence viability; inhibition, % at 10 µM; 9% of 200,000 active; AID 1063, 2008;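 further: promastigotes grown with compound for 44 hours at 28 °C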
S1P3 antag = S1P3 receptor antagonists, primary screen, cell-based; Sphingosine 1-phosphate receptor 3 (Homo sapiens), Q99500; CHO S1P3 NFAT-BLA reporter, FRET fluorescence, antagonist mode; inhibition, % at 4.98 µM; 0.27% of 170,000 active; AID 485, 2006;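 active means inhibition above the plate cutoff, the mean inhibition of test wells on that plate plus 3 SD, cut at about 28% in these data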;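 further: cells challenged with S1P at its EC80 of 0.8 µM; blue over green emission ratio from cleaved BLA substrate after 4 h stimulation; 0% = S1P-stimulated wells and 100% = unstimulated DMSO-only wells; some compounds past the cut are filed as inactive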
Target sequence (Q99500 whole entry, looked up): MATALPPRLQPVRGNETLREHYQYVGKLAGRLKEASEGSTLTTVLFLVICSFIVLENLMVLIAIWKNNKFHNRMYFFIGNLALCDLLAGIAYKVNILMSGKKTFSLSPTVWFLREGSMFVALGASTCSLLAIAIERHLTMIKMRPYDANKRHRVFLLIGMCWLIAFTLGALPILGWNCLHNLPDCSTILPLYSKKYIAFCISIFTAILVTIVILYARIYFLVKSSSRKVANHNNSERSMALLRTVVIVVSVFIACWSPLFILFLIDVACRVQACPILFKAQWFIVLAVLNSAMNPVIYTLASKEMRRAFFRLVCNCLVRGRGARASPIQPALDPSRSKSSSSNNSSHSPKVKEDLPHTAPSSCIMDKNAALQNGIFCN
Diaph inh CS = diaphorase inhibitors and chemical oxidizers, primary screen, counter-screen for diaphorase-coupled primary assays, biochemical, uHTS, resorufin fluorescence | diaphorase resazurin-to-resorufin fluorescence, NADH, 16 min; bacterial (C. kluyveri) enzyme, not human | inhibition, % at 20 µM | 0.69% of 190,000 active | AID 1217, 2008;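 active means primary screen inhibition at 20 µM above a set limit, cut at about 50% in these data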;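 further: plate controls were DMSO with full reaction for no effect and wells lacking NADH for full effect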
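Assay system – diaphorase enzyme from Clostridium kluyveri · Amount – diaphorase 0.14 U/mL (working solution) · Times – reaction incubation of 16 min at room temperature · Controls – No-NADH positive control and DMSO neutral control · Signal – resorufin fluorescence 544/590 nm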
DTT redox prof = compounds producing H2O2 with reducing agent – biochemical, NIH compound library profiling, artefact control for MLSCN library redox annotation, primary screen. DTT-dependent redox cycling H2O2, phenol red/HRP absorbance; 100% = 100 µM peroxide control, 0% = buffer. activation, % at 10 µM. 0.03% of 200,000 active;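 active means activation of at least 50% relative to the plate's high and low controls in the primary single-dose screen; inactive means activation below 50%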;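 further: compound incubated with DTT at 0.8 mM final as the reducing agent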
Active calls of the source: *; . = not tested or not shown. Unless noted, no stated cut-off is given here; in the data, active means inhibition above about 50%; inactive means the rest. An unsorted share of the library; about 12% have a hit in one of these screens.

SMILES	PMI act hi M6P	PMI act	RAM network inh	G6PDH counter	Diaphorase act	Hsp70 act	TLR4-MyD88 BLA	L major viab	S1P3 antag	Diaph inh CS	DTT redox prof
Cc1ccc(CSc2nnc(C(F)(F)F)n2Cc2ccc(F)cc2)cc1	0.9	0.9	4.3	6	0.8	-0.1	-8	13	.	21	-4.5
CC(C)(O)C#Cc1ccc(CN2CCN(CCc3ccccc3)C(CCO)C2)s1 (stereo not drawn)	1	0.9	-0.5	1	1.1	-0.3	6	80*	-17	-8	-1.6
CN(C1CCCC1)C1CCN(C(=O)CNC(=O)/C=C/c2ccc(F)cc2)CC1	0.9	0.9	1.9	30	1	0.0	1	4	-2	0	-0.4
O=C1NCCCN1Cc1ccc(F)cc1Cl	1	1	1.4	-1	1	-0.2	-2	2	-23	3	-0.3
COc1ccc(-c2cnnc(N/N=C/c3ccc(-c4ccc([N+](=O)[O-])cc4)o3)n2)cc1	1.1	1.1	1.1	1	1.6	-0.3	-6	-6	-8	-56	1.5
CC(=O)Nc1ccc(NC(=O)C(=O)c2cn(CC(=O)N3CCCCC3)c3ccccc23)cc1	0.9	0.9	6.7	15	0.8	-0.2	3	6	1	17	-1.0
O=C(NC(=S)Nc1nc(-c2ccccc2)cs1)c1ccco1	0.9	0.9	4.8	0	1	0.5	-11	-4	-17	4	0.3
CC1(C)CC(=O)C(Sc2nnc(-c3ccc(O)cc3)n2CC2CCCO2)C(=O)C1 (stereo not drawn)	1.4	1.3	0.8	8	1.1	-0.5	-3	-10	-24	-8	1.9
Cc1cc(C)n(-c2cc(N3CCOCC3)ncn2)n1	1	1	0.8	4	0.9	-0.1	-8	-4	-19	10	-0.6
COC(=O)c1ccccc1-c1ccc(C=O)o1	1	1	3.6	4	0.9	-0.1	-6	4	-24	6	-0.5
CCOc1ccccc1N1C(=O)CC(Sc2n[nH]c(-c3ccccc3)n2)C1=O (stereo not drawn)	1	0.6	1.0	7	0.8	-0.3	5	-4	-8	24	-0.5
CCN(C(=O)COC(=O)c1cccnc1SC)C1CCS(=O)(=O)C1 (stereo not drawn)	1	1	-0.3	-3	1	-0.2	-4	-7	-27	2	-0.3
CCOc1ncccc1C(=O)OCC(=O)c1ccccc1Br	1	0.9	1.0	8	0.9	0.2	8	-10	-10	6	0.0
COC(=O)[C@@H](NC(=O)N1CCN(c2cccc(C(F)(F)F)c2)CC1)C(C)C	0.9	0.9	2.7	-25	0.9	0.1	10	2	14	9	1.8
COc1cccc(-c2ccc(C#N)c(SCC(=O)NCCc3ccccc3)n2)c1	1	0.9	7.7	-6	0.9	0.2	-8	-6	3	13	1.9
Cc1occc(=O)c1OC(=O)Nc1ccc(Cl)c(Cl)c1	1	1	2.2	20	0.9	-0.6	-12	-2	-9	12	-0.3
CCOC(=O)N1CCC(n2c(SCC(=O)NCc3ccco3)nc3ccsc3c2=O)CC1	1	0.9	0.3	-4	0.9	-0.2	-13	-3	.	10	2.6
CCOc1cc(S(=O)(=O)NCc2ccncc2)ccc1Cl	1	0.9	0.1	0	0.9	1.3	-5	11	29*	14	-0.1
c1ccc(OCc2noc(CN3CCC(C4CCCCC4)C3)n2)cc1 (stereo not drawn)	1	1	1.5	7	0.9	0.0	0	55*	-5	7	-0.9
O=C1CCC2S/C(=C/Nc3ccc(C(F)(F)F)cc3)C(=O)N12 (stereo not drawn)	0.9	0.9	0.4	10	0.9	-0.6	3	-4	-6	13	-0.1
CCN(CC)CCCOc1nc(C)nc2c1oc1ccccc12	1.1	1	0.1	4	0.9	-0.2	-12	75*	-56	13	-0.6
CCCCN1C(=O)NC(NC(C)=O)(C(F)(F)F)C1=O (stereo not drawn)	1	1	1.8	1	0.9	-0.1	10	-3	-24	10	1.7
COCCNC(=O)COC(=O)CSCc1nc2ccccc2s1	1	1	2.1	13	0.8	0.1	0	-5	.	17	0.0
O=C(c1cc(-c2ccncc2)nc2ccccc12)N1CCN(c2ccccn2)CC1	0.9	0.9	-0.1	11	0.9	-0.2	2	17	.	8	-1.8
O=C(N/N=C\c1ccc(F)cc1)c1ccc(Cn2cc(Br)c([N+](=O)[O-])n2)o1	0.9	0.8	1.7	14	0.9	-0.3	-17	21	11	10	0.0

The list continues:
SMILES	PMI act hi M6P	PMI act	RAM network inh	G6PDH counter	Diaphorase act	Hsp70 act	TLR4-MyD88 BLA	L major viab	S1P3 antag	Diaph inh CS	DTT redox prof
CCOc1cc(/C=C2\N=C(SC)SC2=O)cc([N+](=O)[O-])c1OC(C)=O	0.6	0.8	1.8	6	0.2	-0.2	1	45	.	81*	0.1
CNS(=O)(=O)c1cc(OC)ccc1OC	1	0.9	0.2	0	0.9	-0.1	5	-4	-33	10	0.2
O=C(NCc1ccccc1)C1CCN(S(=O)(=O)N2CCOCC2)CC1	1	1	0.5	2	0.9	0.0	-9	0	-33	15	2.0
N#C/C(=C\c1ccc2c(c1)OCO2)C(=O)NCc1ccco1	1	1.1	4.7	2	1	-0.1	6	-8	-3	-5	0.1
Cc1occc1C(=O)NNC(=S)Nc1ccccc1C(F)(F)F	1.1	1	-1.1	-8	1	-0.1	1	-7	0	5	0.3
COc1ccc(C2C3=C(CC(C)(C)CC3=O)Nc3c2c(=O)[nH]c(=O)n3Cc2ccccc2)cc1 (stereo not drawn)	1	1	9.5*	6	0.9	-0.1	10	1	7	13	-0.3
COC(=O)C(/C=N/OCc1ccc([N+](=O)[O-])cc1)NC(=O)c1ccccc1 (stereo not drawn)	1	1	2.4	3	0.9	-0.4	10	-5	.	12	0.1
CC(C)CNS(=O)(=O)c1ccc(CCC(=O)N2CCN(c3ccc(F)cc3)CC2)cc1	1	1	1.0	5	1	-0.2	3	18	-8	2	0.1
CC(=O)CCC(=O)c1ccc2ccccc2c1	1.1	1.1	1.3	4	0.9	0.1	-5	0	-7	5	0.1
Cc1nc2ccc(Cl)cc2nc(C)/c1=N\O	0.7	1	0.6	33	0.4	0.1	6	8	4	58*	1.8
CCOC(=O)c1c(C)[nH]c(O)c1C=Nc1ccc(Cl)cc1	0.8	1.1	3.6	0	0.8	0.0	7	2	.	21	-0.7
C=CCN=C(C)C1=C(O)CCC1=O	1	1	1.0	-5	1	0.2	-18	2	.	4	2.2
O=C(Nc1sc2c(c1C(=O)c1ccc(Cl)cc1)CCCC2)c1cccnc1	1.1	1	1.9	-38	0.8	-0.3	-1	9	.	20	0.5
CCOc1ccccc1OCCCNCc1ccco1	1	0.9	2.5	4	0.8	-0.1	-10	3	1	18	-0.1
CCCCn1c(SCc2nc(N)nc(N3CCCCC3)n2)nc2c1c(=O)n(C)c(=O)n2C	1	1	1.3	-3	0.8	-0.2	-2	2	11	16	-0.1
COc1ccc(N2C(=O)CCC(C(=O)N(C)CCc3ccccn3)C2c2ccc(OC)c(OC)c2)cc1 (stereo not drawn)	0.9	1	-0.2	8	1	1.3	-14	-11	4	2	-0.5
O=C(c1ccc(C(F)(F)F)cc1)N1CCCCC1	1	0.9	0.5	0	0.9	0.1	8	-1	-5	6	-0.3
CC(C)(C)c1nc2ccc([N+](=O)[O-])cc2[nH]1	1	1.2	2.5	11	0.9	-0.4	15	3	-1	13	0.5
O=C(Nc1ccc(N2CCN(C(=O)C3CC3)CC2)cc1)c1cccs1	0.9	1	4.0	6	1	-0.2	-6	-2	-1	-4	0.1
CCn1c2ccccc2c2nnc(SCC(=O)c3c(N)n(C)c(=O)n(C)c3=O)nc21	0.9	0.9	-0.6	6	0.8	0.1	-8	-7	-3	24	0.2
COc1ccc(-c2nc(-c3ccccn3)nc(N3CCN(C)CC3)c2C#N)cc1	1	1	-0.2	4	1.1	0.1	-2	11	7	-11	-0.9
Cc1n[nH]c(C)c1CCc1nc2c3ccccc3nc(SCC(=O)Nc3ccccc3F)n2n1	1	0.9	3.2	-1	0.9	-0.2	7	16	.	9	0.6
CCOc1ccc(Cl)cc1S(=O)(=O)n1cnc2ccccc21	0.9	0.9	2.5	3	0.8	-0.1	-11	6	-32	15	2.5

Entries from the list above with an NH in an aromatic ring:
SMILES	PMI act hi M6P	PMI act	RAM network inh	G6PDH counter	Diaphorase act	Hsp70 act	TLR4-MyD88 BLA	L major viab	S1P3 antag	Diaph inh CS	DTT redox prof
CCOc1ccccc1N1C(=O)CC(Sc2n[nH]c(-c3ccccc3)n2)C1=O (stereo not drawn)	1	0.6	1.0	7	0.8	-0.3	5	-4	-8	24	-0.5
COc1ccc(C2C3=C(CC(C)(C)CC3=O)Nc3c2c(=O)[nH]c(=O)n3Cc2ccccc2)cc1 (stereo not drawn)	1	1	9.5*	6	0.9	-0.1	10	1	7	13	-0.3
CCOC(=O)c1c(C)[nH]c(O)c1C=Nc1ccc(Cl)cc1	0.8	1.1	3.6	0	0.8	0.0	7	2	.	21	-0.7
CC(C)(C)c1nc2ccc([N+](=O)[O-])cc2[nH]1	1	1.2	2.5	11	0.9	-0.4	15	3	-1	13	0.5
Cc1n[nH]c(C)c1CCc1nc2c3ccccc3nc(SCC(=O)Nc3ccccc3F)n2n1	1	0.9	3.2	-1	0.9	-0.2	7	16	.	9	0.6
